Source: PubChem BioAssay (Broad Institute)
EWS-Fli inh = EWS/Fli-driven NR0B1 reporter inhibitors, primary screen, A673 cells, NR0B1 luciferase, luminescence, MLPCN library | viability-normalised | inhibition, % at 12.6 µM | actives 0.67% (n = 350,000);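 active means mean inhibition of at least 50% after viability correction, with every replicate also passing that limit; inconclusive means mean reaches 50% but only one of two replicates passes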;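 further: firefly luciferase signal divided by Alamar Blue viability fluorescence both relative to DMSO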
INS-1E GSIS act = GLuc luminescence reporter in INS-1E cells, primary screen for activators of glucose-dependent secretion of insulin. INS-1E GLuc reporter insulin secretion, 2-3 h. activation, % at 16.6 µM. actives 0.61% (n = 370,000). AID 743287, 2014;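 active means lowest replicate activation of at least 40%, so every replicate reaches that level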;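 further: 0% = median of neutral control wells and 100% = median of IBMX positive control wells; some compounds called inactive have numbers as strong as hits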
PAX8 reporter = inhibitors of PAX8-driven TPO luciferase reporter, primary screen, RMG-I cells, single concentration. SteadyGlo, 24 h. inhibition, % at 12.6 µM. actives 1.2% (n = 360,000). AID 652154, 2013;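 active means mean replicate inhibition at least 60% with every replicate also reaching 60%; inconclusive means only one of the two criteria is met; inactive means mean below 60% and not all replicates reaching 60%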;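 further: luciferase light reporting Pax8 driven TPO promoter activity; plate controls were median of neutral control wells for no effect and mitoxantrone controls for full effect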
DENV2 CPE = inhibitors of DENV2 cytopathic effect, primary screen, cell-based, plate reader, single concentration; DENV2-infected cells, cytopathic effect rescue; AID 651640, 2012; CPE inhibition, % at 9.99 µM; actives 1.7% (n = 350,000); in the data active means CPE inhibition above about 20%, passing the limit was not always enough; inconclusive means no clear call, values can overlap the other calls; tested in BHK-21 cells;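 further: 0% = median of neutral control wells and 100% = median of positive control wells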
ERp5 block = inhibitors of ERp5-driven insulin aggregation, primary screen, biochemical, turbidity, absorbance 650 nm, single point. actives 0.05% (n = 350,000). AID 651711, 2012. 90 min. inhibition, % at 9.99 µM. Protein disulfide-isomerase A6 (Homo sapiens), Q15084;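 active means mean replicate inhibition above about 25%, with every replicate also reaching it, limit read from the data, passing the limit was not always enough; inconclusive means only one of those two criteria met; inactive means neither criterion met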
Target sequence (Q15084 whole entry, looked up): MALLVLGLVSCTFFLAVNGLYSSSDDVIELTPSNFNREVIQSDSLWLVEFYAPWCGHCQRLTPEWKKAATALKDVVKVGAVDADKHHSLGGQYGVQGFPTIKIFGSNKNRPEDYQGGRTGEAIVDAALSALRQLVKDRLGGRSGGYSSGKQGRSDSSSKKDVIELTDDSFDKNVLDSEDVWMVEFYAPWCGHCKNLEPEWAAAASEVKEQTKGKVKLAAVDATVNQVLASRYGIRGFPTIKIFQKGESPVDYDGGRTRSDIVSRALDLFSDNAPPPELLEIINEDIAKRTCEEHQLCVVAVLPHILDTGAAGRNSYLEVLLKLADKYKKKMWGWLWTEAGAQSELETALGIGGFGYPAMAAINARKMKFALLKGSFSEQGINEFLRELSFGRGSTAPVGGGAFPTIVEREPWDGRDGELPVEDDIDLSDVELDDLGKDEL
Xi reactivation = activators of inactive X chromosome reactivation, primary screen, imaging, XiGFP fibroblasts, GFP high-content imaging, set 2; AID 743238, 2013; XiGFP mouse fibroblasts, % GFP-positive cells imaging, 3 d; cells co-treated with 5-aza-dC sensitizer; scaled so ellipticine positive control = 100%; activation, % at 7.58 µM; actives 0.055% (n = 360,000);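 active means mean normalized replicate activation at least 10% and every replicate at or above 10%; inconclusive means only one of the two criteria met; inactive means mean below 10% and not all replicates reach 10%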;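 further: 0% = median of on-plate neutral control wells and 100% = ellipticine 6 µM median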
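System: XiGFP fibroblasts, SV40-immortalized. Medium: DMEM plus 5-aza-dC sensitizer. Doses: single point. Timing: 3 d treatment, 15 min room-temperature fixation. Control set: ellipticine 6 µM.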
ARNT-TACC3 inh = disruptors of ARNT/TACC3 protein interaction, primary screen, biochemical, AlphaScreen, single concentration; actives 0.66% (n = 390,000); AlphaScreen His-ARNT PAS-B/GST-TACC3 binding, luminescence; TACC3 fragment carries E629A point mutation; inhibition, % at 9.99 µM;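 active means mean inhibition of replicates at least 50% and at least half of replicates each reaching 50%; inconclusive means half or more replicates reach 50% but mean below 50%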;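 further: 0% = complete ARNT plus TACC3 wells and 100% = ARNT alone without TACC3; many hits fall short of the cut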
F508del corr = F508del CFTR correction, initial screen, CFBE line, single point. AID 720511, 2013. CFBE cells, YFP halide quenching; stimulated with forskolin plus potentiator P3; % fluorescence drop versus neutral controls. activity (quench increase), % at 7.58 µM. actives 0.36% (n = 350,000);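 active means mean added fluorescence quench of at least 8% versus neutral control, with both replicates also reaching 8%; inconclusive means only one of the mean or replicate conditions met; inactive means mean below 8% and not both replicates reaching 8%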;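 further: cells transiently co-express mutant CFTR-F508del with the halide-sensitive YFP; corrector assay measuring rescue of mutant channel to the surface after 24 h compound exposure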
Numbers without * were called inactive; ? = inconclusive; nt = no result given.

SMILES | EWS-Fli inh | INS-1E GSIS act | PAX8 reporter | DENV2 CPE | ERp5 block | Xi reactivation | ARNT-TACC3 inh | F508del corr
COc1ccccc1C(=O)Nc1ccc2c(c1)OC[C@@H](C)NC[C@H](C)[C@H](OC)CN(C)C2=O | -7 | 7 | 4 | -2 | 0 | -0.4 | 1 | -2.2
O=S(=O)(c1ccccc1)N1N=C(c2ccc(Cl)cc2)CC1c1ccco1 (stereo not drawn) | 24 | 3 | 12 | -3 | 2 | 0.5 | 3 | -1.8
O=C(CN1CCOCC1)N1CC[C@@H]2[C@H]1c1cc(Br)ccc1N[C@@H]2CO | -36 | 11 | 1 | -5 | nt | 0.0 | -2 | 1.4
COc1ccccc1S(=O)(=O)N(C)C[C@@H]1OCc2ccccc2-c2c(n(C)c3ccccc23)C(=O)N([C@H](C)CO)C[C@H]1C | 12 | 12 | 17 | ? | 6 | -0.9 | 14 | -1.3
C[C@H](CO)N1C[C@H](C)[C@H](CN(C)C(=O)NC2CCCCC2)Oc2c(NC(=O)Nc3cccc4ccccc34)cccc2C1=O | 15 | 4 | 25 | -5 | 1 | 0.0 | -16 | 1.9
Cc1ccc2c(c1)[C@H]1[C@H](CO2)[C@H](c2ccccc2)[C@]2(C)C(=O)NCC(=O)N12 | -1 | -1 | 5 | 13 | -1 | 0.1 | -2 | -0.8
Cn1ccnc1C1CCCCN1Cc1nc(Cc2cccc(C(F)(F)F)c2)no1 (stereo not drawn) | 2 | -25 | -5 | -1 | 1 | 0.1 | -2 | 1.1
CCCN(C)C[C@H]1Oc2cc(C#CC3CC3)ccc2S(=O)(=O)N([C@@H](C)CO)C[C@H]1C | 5 | 1 | nt | -1 | 2 | 0.2 | -4 | 0.4
Fc1cccc(Cc2c(-c3ccco3)nc3ccc(Br)cn23)c1 | 2 | 76 | 6 | 1 | -6 | 0.1 | nt | -0.4
COc1ccc(NC(=O)CN2CC(C)OC(C)C2)cc1Cl (stereo not drawn) | -2 | -7 | -4 | 10 | 3 | -0.3 | 3 | -0.3
CCN(CC)S(=O)(=O)c1ccc(Cl)c(C(=O)OC2CC(C)OC2=O)c1 (stereo not drawn) | -2 | -1 | -4 | 3 | 0 | 0.1 | -20 | -3.7
Cc1ccc(-n2cc(-c3ccc([N+](=O)[O-])cc3)[nH]c2=S)c(C)c1 | 2 | 4 | 5 | 2 | -7 | 0.3 | 3 | nt
CC[C@@H]1[C@H]2CCCC(=O)N3CC[C@@H](C[C@@H]1Nc1ccccc1)[C@@H]23 | 8 | 19 | -70 | -14 | 0 | 0.1 | -4 | 0.0
Cn1cncc1C#Cc1ccc2cc(CCO)oc(=O)c2c1 | -9 | 6 | -21 | 10 | 1 | 0.7 | -12 | -1.8
CO[C@H]1CN(C)C(=O)c2cc(NC(=O)Nc3c(C)noc3C)ccc2OC[C@H](C)N(CC2CC2)C[C@@H]1C | -1 | 4 | -1 | 2 | -5 | -0.4 | -6 | 1.4
CCCN1C[C@@H](C)[C@@H](OC)CN(C)C(=O)c2cc(NC(=O)Nc3ccccc3F)ccc2OC[C@@H]1C | 2 | -5 | -3 | 10 | 6 | 0.3 | -3 | -1.3
Cc1noc(C)c1NC(=O)Nc1ccc2c(c1)C(=O)N([C@@H](C)CO)C[C@H](C)[C@H](CN(C)Cc1ccncc1)OCCCC[C@H](C)O2 | -7 | 12 | 9 | ? | 1 | 0.1 | 0 | -4.3
CCOc1cc(C(=O)Nc2ccc(S(=O)(=O)NC3=NCCCCC3)cc2)cc(Br)c1OC | 17 | 6 | 10 | -7 | 0 | 0.0 | 6 | 4.8
CC(C)CC#Cc1ccc2c(c1)O[C@@H](CN(C)C(=O)c1ccccc1F)[C@@H](C)CN([C@@H](C)CO)S2(=O)=O | 17 | -9 | nt | 19 | 1 | -0.5 | -4 | 0.4
CC(=O)Nc1ccc(NC(=O)Nc2ccccc2)cc1 | -70 | nt | -84 | 7 | -1 | 0.2 | 1 | -1.2
CC(C)NS(=O)(=O)c1ccc(CCC(=O)N2CCCC2)cc1 | 1 | 11 | -1 | -3 | 0 | 0.0 | 29 | -3.6
CNC(=S)N/N=C/c1ccc(OCc2ccccc2)c(Br)c1 | nt | 107* | 4 | nt | nt | 0.6 | -9 | nt
O=C1[C@H](c2ccccc2)[C@@H](c2ccncc2)N1c1ccncc1 | 3 | 4 | 14 | 0 | -3 | -0.1 | nt | 0.0
CCn1c(=O)n(CC)c2cc(N3CCCC3)c(NC(=O)c3ccccc3Br)cc21 | 8 | 17 | 14 | -5 | 9 | 0.1 | 14 | 1.2
Nc1ncnc2c1cnn2C1CCCCC1 | -11 | 12 | -14 | -1 | 0 | 0.0 | 0 | 2.3
O=C(NCc1ccccc1)c1ccc2c(=O)n3c(nc2c1)CCCCC3 | -18 | -8 | 3 | 4 | -1 | 0.2 | -3 | 1.2
O=C(CC(F)(F)F)N1C[C@@H]2[C@H](c3ccccc31)[C@H](CO)N2C(=O)C1CCCC1 | 12 | -6 | 2 | 21* | -1 | 4.7 | -3 | -0.7
O=C(CN(C(=O)c1csnn1)c1cccc(F)c1)NC1CCCC1 | 1 | 7 | -14 | -5 | 1 | 0.0 | 7 | -2.4
COc1ccc(/C(C)=N/NC(=O)CNC(=O)c2cccnc2)cc1OC | -2 | 22 | -18 | -2 | 2 | 0.0 | -10 | -4.0
CCOC(=O)c1cccc(S(=O)(=O)N2CCCC2)c1 | 7 | nt | -5 | -2 | -8 | 0.7 | -29 | nt
Cc1ccc(C(=O)N2CCOCC2)cc1S(=O)(=O)N1CCOCC1 | nt | 2 | -22 | ? | 2 | 0.0 | -5 | 1.2
O=c1[nH]nc(-c2n[nH]c(=O)o2)o1 | 1 | -1 | 6 | -4 | -3 | 0.1 | 1 | -2.5
Cc1noc(C)c1S(=O)(=O)N(C)C[C@@H]1OCCCC[C@@H](C)Oc2ccc(NC(=O)Nc3ccc(F)cc3)cc2C(=O)N([C@@H](C)CO)C[C@@H]1C | -3 | -11 | -18 | 46* | -2 | -0.2 | nt | 1.5
O=C(N[C@H](Cc1ccccc1)C(=O)N1CCN(Cc2ccccn2)CC1)[C@H]1O[C@@H](n2ccc(=O)[nH]c2=O)[C@H](O)[C@@H]1O | -11 | 15 | -6 | ? | -2 | 0.0 | nt | -1.5
Nc1ccc2nc(NC(=O)C3CCCCC3)sc2c1 | -35 | -4 | -163 | -4 | 3 | 0.2 | 4 | -1.4
O=C(N[C@H]1CC[C@@H](CCn2cc(-c3ccccc3)nn2)O[C@H]1CO)c1ccccc1F | -2 | 10 | 5 | -9 | -2 | 0.1 | -9 | -4.6
COc1cc(NC(=O)c2ccc(OC)c([N+](=O)[O-])c2)ccc1NC(=O)c1ccco1 | 11 | 19 | 21 | 19 | -6 | 1.7 | -4 | 0.4
O=S(=O)(NCCc1ccc(Cl)cc1)c1cccs1 | nt | -21 | -4 | -11 | -16 | 0.2 | -9 | -0.5
Cc1ccc(-n2c(-c3ccncc3)n[nH]c2=S)c(C)c1 | -2 | 9 | -3 | -6 | 7 | 0.0 | -7 | 3.2
C[C@H](CO)N1C[C@H](C)[C@H](CN(C)Cc2ccc(C(F)(F)F)cc2)Oc2ccc(NS(=O)(=O)c3cn(C)cn3)cc2C1=O | 4 | 5 | -8 | 0 | 1 | 0.2 | -8 | -0.8
C=CCC1CCCCC1=C(C#N)c1ccccc1 (stereo not drawn) | -8 | -2 | 20 | 4 | 6 | 0.2 | nt | 0.7
CSc1cc(SC)ncn1 | -1 | 13 | -3 | -10 | 4 | 0.0 | -1 | 0.0
COc1ccc(CCN(C)C(=O)COc2ccc(C(=O)c3ccccc3)cc2)cc1OC | -5 | 7 | 1 | 7 | 3 | 0.2 | 15 | 1.3
OCC1OC(n2ccc3c2ncn2ncnc32)C(O)C1O (stereo not drawn) | 71* | -7 | 72* | -6 | -8 | 0.2 | nt | 0.8
CCOCCCNCc1cccc(OCc2ccc(F)cc2)c1 | 2 | 3 | -5 | 2 | 4 | -0.1 | -6 | nt
COc1cc2cccc(OC)c(=O)c2c(OC)c1OC | -2 | -7 | nt | ? | 6 | nt | -18 | -2.2
O=S(=O)(Nc1ccc(-c2ccc3nncn3n2)cc1)c1ccc(Cl)s1 | 10 | 20 | 9 | 11 | -1 | 0.1 | -3 | 3.2
O=C(Nc1c(Br)cc2c(c1Br)Cc1ccccc1-2)C(Cl)Cl | 0 | -1 | nt | 5 | 2 | 0.2 | -4 | -5.3
COC(=O)COc1ccc2c(=O)c(-c3ccccc3)coc2c1 | 6 | -13 | 23 | -4 | 0 | 0.1 | -2 | 0.7
CC1CCC/C(=N\NC(=S)Nc2ccccc2)C1 (stereo not drawn) | nt | 5 | -32 | nt | nt | 0.0 | 1 | nt
CC(C)c1ccc(/C=C/C(=O)NC2CCCCC2)cc1 | -2 | 4 | -9 | 2 | 1 | 0.1 | -12 | nt
COCCCN=Cc1c(-c2ccccc2)[nH]n(-c2nc3ccccc3s2)c1=O | -13 | -4 | -34 | 0 | 2 | -0.1 | 58* | -0.3
CCc1cc(C(=O)NNC(=S)NC(C)c2ccccc2)cs1 (stereo not drawn) | -1 | -30 | nt | nt | -8 | nt | 14 | 2.9
CC(=O)c1ccc(NC(=O)c2cccc(S(=O)(=O)N3CCN(C)CC3)c2)cc1 | -84 | 12 | -73 | 1 | -2 | -0.1 | 1 | -2.6
CCOC1(c2ccccc2)CC1C(=O)N/N=C/c1cccc([N+](=O)[O-])c1 (stereo not drawn) | -11 | nt | 4 | 5 | 5 | -0.1 | -5 | -0.5
CCNC(=O)C[C@@H]1CC[C@@H]2[C@H](COC[C@@H](O)CN2Cc2ccccc2F)O1 | 1 | 0 | 5 | -20 | -4 | 0.3 | -6 | 0.8
CC(C)C[C@H](NC(=O)[C@@H]1Cc2c([nH]c3ccccc23)C2c3ccccc3C(=O)N21)C(=O)NCC1CCCO1 (stereo partly drawn) | 4 | nt | nt | -11 | 2 | nt | -17 | 1.2
C[C@@H]1CN([C@H](C)CO)C(=O)c2cc(NS(=O)(=O)c3cn(C)cn3)ccc2O[C@@H](C)CCCCO[C@@H]1CN(C)S(=O)(=O)c1cn(C)cn1 | -7 | 30 | 4 | 16 | -6 | 0.1 | -13 | 1.3
CCC(=O)N1[C@H](CO)[C@@H](c2ccccc2)C12CN(C(=O)c1ccncc1)C2 | 0 | -8 | 4 | 12 | 2 | 0.1 | nt | 2.3
COc1cccc(NC(=O)N2CCCCCC2)c1 | nt | 15 | -44 | -5 | -1 | 0.0 | -10 | -0.5
O=C1CCCc2oc3c(c21)CCCC3 | 3 | -15 | 5 | 9 | -1 | 0.0 | -1 | 2.8
